p53ts 39C kill: p53ts cell cytotoxicity, nonpermissive temperature; H1299-p53A138V viability at 39C, ATP luminescence, 24 h; hit rate 1.5% among 130,000; Potency, µM (series often up to 46.1 µM), inactives show at the top dose activity change, negative = cell killing, actives largely listed as cytotoxic; also: nearly all actives have a fitted effect of over 55% in size
Peg3 imprint: inducers of genomic imprint erasure in mouse ES cells | Potency, µM (series often up to 60.7 µM), without a hit: at the highest dose activity change, positive = activation, usual class: activators | mouse ES Peg3-LacZ reporter, beta-gal luminescence, 40 h | hit rate 0.02% among 110,000;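 also: 0% = negative control wells on the plate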
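Readout: BetaGlo luminescence (5 min, room temp) for LacZ from the normally silent maternal Peg3 allele in female Peg3LacZ-Neo ES cells. Cells 300/well, 40 h, 37C, 5% CO2. Data normalized per plate to negative controls.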
p53ts 32C tox: p53ts cell cytotoxicity, permissive temperature; H1299-p53A138V at 32C, ATP luminescence viability, 24 h; Potency, µM (titrated, usually from 46.1 µM), inactives show at the top dose activity change, negative = cytotoxicity, most hits filed as cytotoxic; hit rate 0.93% among 130,000; AID 924;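 also: 0% = DMSO and -100% = full killing by reference compound; nearly all actives have a fitted effect of over 55% in size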
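Viability by ATPlite luminescence after 24 h compound treatment (up to 46 uM) at the permissive 32C. Cells are H1299 carrying p53 A138V. Scale runs from DMSO basal to 100 uM tamoxifen as full kill; AC50 from Hill fits.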
IkB sig inh: inhibitors of IkB signaling in ABC-DLBCL cells; ABC-DLBCL IkBa-CBG/CBR dual luciferase ratio, 4 h; response scale: scaled: untreated 0%, proteasome inhibitor 100%; Potency, µM (titrated, usually from 57.1 µM), inactives show top-dose IkBa stabilization activation; hit rate 0.04% among 110,000; active = well fitted curve in the direction sought with a large enough effect in the signal ratio, not every such curve was filed as active; inconclusive = small, poorly fitted or top-dose-only effect, or a change in a side signal; the % refers to the signal ratio;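 also: the direction sought is a rising ratio; 0% = basal untreated cells and 100% = reference inhibitor full response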
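Curves were fitted separately to fusion (green), unfused (red) and ratio luminescence, then classed by r2, magnitude and activity. Cells: OCI-Ly3, 4 h compound plus doxycycline at 37C; 10 uM MG-132 defined full response.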
Starred values were filed as active, the others as inactive; ? = inconclusive; · = no result given; [ ] = dose if it differs, or a comment. Unless noted, calls follow the shape of the dose curve; as a rule, active = well fitted curve in the direction sought with a large enough effect; inconclusive = small, poorly fitted or top-dose-only effect, or another doubt; inactive = no such curve, though single readings can be large; an effect the other way counts as inactive or inconclusive. Unless noted, % is scaled to controls: 0 for no effect and ±100 for the full control effect; potency is read from the fitted curve at half-maximal effect.

Preview (four entries):
SMILES	p53ts 39C kill	Peg3 imprint	p53ts 32C tox	IkB sig inh
COc1ccc(CN2CCN(C(=O)CC(C)C)CC2)c(OC)c1OC	5%	-15%	1%	-0.6%
CCOC(=O)c1cccc(NC(=O)CC2C(=O)N(c3ccc(Cl)cc3)C(=O)N2C2CCCC2)c1 (centres undefined)	-5%	-5%[10.9 µM]	-4%	-1.1%
CC(C)CCN1C(=O)N(c2ccccc2)C(=O)C1CC(=O)Nc1ccc(Cl)cc1 (centres undefined)	-9%	-13%[10.9 µM]	-5%	?
CCOC(=O)c1c(S(=O)(=O)N2CCC(C(=O)N3CCN(c4cccc(C)c4C)CC3)CC2)c(C)n(C)c1C	-13%	-11%[10.9 µM]	14%	3.0%

The list itself, repeating the preview:
SMILES	p53ts 39C kill	Peg3 imprint	p53ts 32C tox	IkB sig inh
COc1ccc(CN2CCN(C(=O)CC(C)C)CC2)c(OC)c1OC	5%	-15%	1%	-0.6%
CCOC(=O)c1cccc(NC(=O)CC2C(=O)N(c3ccc(Cl)cc3)C(=O)N2C2CCCC2)c1 (centres undefined)	-5%	-5%[10.9 µM]	-4%	-1.1%
CC(C)CCN1C(=O)N(c2ccccc2)C(=O)C1CC(=O)Nc1ccc(Cl)cc1 (centres undefined)	-9%	-13%[10.9 µM]	-5%	?
CCOC(=O)c1c(S(=O)(=O)N2CCC(C(=O)N3CCN(c4cccc(C)c4C)CC3)CC2)c(C)n(C)c1C	-13%	-11%[10.9 µM]	14%	3.0%
Cc1cc(N2CC34C=CC(O3)C(C(=O)O)C4C2=O)no1 (centres undefined)	3%	6%	-1%	1.6%
COc1cccc(OC)c1C(=O)N1CCN(S(=O)(=O)c2ccccc2)CC1	-5%	-6%	1%	1.2%
COc1cc2c(cc1OC)C(COc1ccc3c(C)cc(=O)oc3c1)N(C(=O)Cc1ccc(F)cc1)CC2 (centres undefined)	13%	2%[10.9 µM]	-9%	2.2%
COc1ccc(C(C)(C)C)cc1NC(=O)c1c(C)noc1C	11%	-5%	9%	-0.5%
O=C(CCCCCn1c(SCc2ccncc2)nc2ccccc2c1=O)NCc1ccco1	2%	-8%	0%	?
O=C(CCCN1C(=O)c2ccccc2C1=O)Nc1sc2c(c1C(=O)NCc1ccco1)CCC2	1%	-13%	9%	-1.6%
Cc1nn(-c2nc3ccccc3s2)c(C)c1Oc1ccccc1O	?	-19%	13µM*	?
CCOc1ccc(NC(=O)c2cn(C3CCCCC3)c(=O)c3c2c2ccccc2n3C)cc1	3%	4%[10.9 µM]	9%	-1.9%
CCOC(=O)C1C2C=CC3(CN(C4CCCC4)C(=O)C13)O2 (centres undefined)	0%	6%	-6%	-0.1%
CCc1ccc(-c2nc(SCC(=O)NCC3CCCO3)c(-c3ccc(F)cc3)[nH]2)cc1 (centres undefined)	-21%	5%[10.9 µM]	-1%	?
CCc1nnc2c(NCc3ccccc3OC)nc3ccccc3n12	-18%	4%[10.9 µM]	3%	?
COC(=O)C(O)(CC(=O)Nc1ccc(OC)cc1)C(F)(F)F (centres undefined)	15%	·	11%	·
CCOC(=O)Cc1nnc(NC(=O)Nc2ccccc2)s1	-12%	-28%	-23%	0.9%
O=C(NCc1ccc2c(c1)OCO2)c1cc(-n2cnnc2)ccc1Cl	17%	-19%	0%	3.9%
Nc1nc(SCC(=O)Nc2ccc(Br)cc2F)n[nH]1	14%	-3%	-5%	-1.8%
CC(C)COc1ccc(C(=O)N2CCN(CCc3ccncc3)CC2)cc1	4%	-21%[10.9 µM]	-2%	0.2%
Cc1c(Cl)cccc1NC(=O)Nc1nnc(N(C)Cc2ccccc2)s1	-26%	-15%[10.9 µM]	2%	0.3%
CC(=O)Nc1ccc2c(c1)C(=Nc1ccc(C(=O)O)cc1)c1ccccc1-2	8%[9.22 µM]	0%[10.9 µM]	5%[9.22 µM]	-1.6%[11.4 µM]
Clc1cccc(-c2nc(-c3ccccn3)no2)c1	3.2µM*	-93%[inhibitor]	5µM*	?
OCC1OC(C#Cc2ccccc2)C=CC1OCc1ccccc1 (centres undefined)	-1%[9.22 µM]	·	8%[9.22 µM]	·
O=C(CCc1ccc(S(=O)(=O)N2CCOCC2)cc1)Nc1cc(Cl)ccc1N1CCOCC1	5%	-12%	0%	1.0%

Shown as a markdown table: entries from further up.
| canonical_smiles | p53ts 39C kill | Peg3 imprint | p53ts 32C tox | IkB sig inh |
| --- | --- | --- | --- | --- |
| CCOC(=O)Cc1nnc(NC(=O)Nc2ccccc2)s1 | -12% | -28% | -23% | 0.9% |
| O=C(NCc1ccc2c(c1)OCO2)c1cc(-n2cnnc2)ccc1Cl | 17% | -19% | 0% | 3.9% |
| Nc1nc(SCC(=O)Nc2ccc(Br)cc2F)n[nH]1 | 14% | -3% | -5% | -1.8% |
| CC(C)COc1ccc(C(=O)N2CCN(CCc3ccncc3)CC2)cc1 | 4% | -21%[10.9 µM] | -2% | 0.2% |
| Cc1c(Cl)cccc1NC(=O)Nc1nnc(N(C)Cc2ccccc2)s1 | -26% | -15%[10.9 µM] | 2% | 0.3% |

(listing goes on)
SMILES	p53ts 39C kill	Peg3 imprint	p53ts 32C tox	IkB sig inh
Nc1cc(OC(=O)c2ccccc2Br)nn1S(=O)(=O)c1ccccc1	186%[activator]	-2%	-12%	?
COc1cc(OC)cc(-c2nnc(SCC(=O)N3CCC(C)CC3)o2)c1	-14%	-6%[10.9 µM]	-6%	?
O=C(c1cn(-c2ccccc2)nc1-c1ccc(F)cc1)N1CCOCC1	3%	-9%	1%	-0.4%
Cc1nn(-c2ccc(Cl)cc2Cl)c(=O)c2ccccc12	-3%	·	9%	·
O=C(OCCN(CCOC(=O)c1ccncc1)S(=O)(=O)c1cccs1)c1ccncc1	-3%	0%	-1%	-6.3%
N=c1ccn2c(n1)O[C@H]1[C@@H](OP(=O)(O)O)[C@H](CO)O[C@H]12	0%[9.22 µM]	14%[10.9 µM]	0%[9.22 µM]	0.4%[11.4 µM]
Cn1c2c(c(=O)n(C)c1=O)CN(CCN1CCNCC1)CN2	5%	-6%	-2%	-0.3%
O=C(Nc1nc2c(s1)CCCC2)c1cc2n(n1)C(C(F)(F)F)CC(C1CC1)N2 (centres undefined)	-7%	-21%	-1%	-0.4%
CCOc1ccc(-n2c(SCC(=O)N3CCCc4ccccc43)nc3c([nH]c4ccccc43)c2=O)cc1	-17%	-4%[10.9 µM]	3%	-1.0%
COc1cccc(NC(=O)N(CCC(C)C)C2CCN(C(C)C)CC2)c1	-25%	-13%[10.9 µM]	-6%	1.3%
O=C(Nc1ccc(OCc2cc(=O)n3c4c(sc3n2)CCCC4)cc1)c1cccc(F)c1	-28%	6%[10.9 µM]	-3%	-1.0%
O=C(Nc1ccc2c(c1)OCO2)c1cnn2c(C(F)(F)F)cc(-c3ccco3)nc12	-11%	-4%	1%	-1.4%
COc1cccc(CNC(=O)Cc2c(C)c3ccc(OC)c(C)c3oc2=O)c1	9%	-12%[10.9 µM]	-3%	0.5%
Cc1c(C2OC(=O)C3(CCCCC3)C(=O)C2(C)C)c(=O)n(-c2ccccc2)n1C (centres undefined)	-11%	-5%	5%	-3.2%
CCN(CC)C(=O)CSc1nc2cc3c(cc2c(=O)n1Cc1ccc2c(c1)OCO2)OCO3	4%	14%	-2%	3.2%
CCOc1ccc(C(=O)N2CCC(c3noc(-c4ccc(S(=O)(=O)N5CCCC5)cc4)n3)CC2)cc1	-12%	-17%[10.9 µM]	3%	?
O=C1[C@H]2[C@H]3[C@H](O)[C@H](O)C/C(=N/OCc4ccccc4)[C@H]3CC[C@@H]2C(=O)N1Cc1ccccc1	-1%[9.22 µM]	·	7%[9.22 µM]	·
C=CCOC(=O)Nc1ccc(Cl)cc1NC(=O)OCC=C	2%	?	-3%	1.3%
C[C@]1(O)CC[C@H]2[C@H]3CC=C4N5CCN=C5CC[C@@]4(C)[C@H]3CC[C@@]21C	6%[9.22 µM]	-8%[10.9 µM]	-3%[9.22 µM]	-0.7%[11.4 µM]
O=C(Cc1ccc(-c2ccccc2)cc1)N1CCOCC1	1%	-10%	-3%	2.2%
O=C(CCC(=O)N1CC2CCCN2c2ccccc21)NCc1ccccc1Cl (centres undefined)	-2%	-6%[10.9 µM]	5%	?
CCOc1cccc(C2C(C(=O)c3ccc(C)o3)=C(O)C(=O)N2c2nccs2)c1 (centres undefined)	7%	·	-3%	4.8%
COc1cc(Cl)c(S(=O)(=O)NCc2cccnc2)cc1Cl	7%	-4%	0%	-0.9%
Nn1c(-c2cccs2)nc2sc3c(c2c1=O)CCCC3	?	-54%[inhibitor]	10µM*	?
CC1CCCN(c2ccc(C(=O)NCCc3ccccc3)cn2)C1 (centres undefined)	?	·	?	1.3%

Next compounds:
SMILES	p53ts 39C kill	Peg3 imprint	p53ts 32C tox	IkB sig inh
CCOc1ccccc1C(=O)NC1(C(F)(F)F)C(=O)Nc2c1c(=O)[nH]c(=O)n2-c1ccccc1 (centres undefined)	17%	-12%[10.9 µM]	-1%	0.3%
CCOC(=O)c1cc(-c2ccccc2)n(CCC(=O)NCCc2ccc(C)cc2)c1C	40%[activator]	-17%[10.9 µM]	7%	1.1%
CC(=O)N1CCCc2cc(S(=O)(=O)CCC(=O)N3CCN(c4cccc(C)c4)C(C)C3)ccc21 (centres undefined)	16%	8%	-2%	1.0%
Cc1ccc(SCC(=O)NCC(C)C)cc1	2%	-1%	-2%	-0.4%
COc1ccc(C(=O)Nc2cc(-c3nn4c(C)nnc4s3)ccc2C)cc1	-11%	-9%	-2%	3.9%
CC(=O)Nc1cccc(NC(=O)C2CCCN2C(=O)Nc2ccccc2C)c1 (centres undefined)	-3%	-11%	4%	1.8%
Cc1cc2cc(C(c3nnnn3CC3CCCO3)N3CCCc4ccccc43)c(=O)[nH]c2cc1C (centres undefined)	-10%	·	2%	14%
COc1cc(Nc2nc(SCC(=O)c3ccc(Br)cc3)nc3ccccc23)cc(OC)c1	?	-11%[10.9 µM]	-13%	-0.8%
CC(CO)(CO)N=Cc1cc(I)cc(I)c1O	-25%[9.22 µM]	-8%[10.9 µM]	13%[9.22 µM]	9.6%[11.4 µM]
O=C(COc1ccccc1Cl)Nc1nc(-c2ccc(F)cc2)ns1	-21%	-15%[10.9 µM]	35%[activator]	?
Clc1ccc(Cn2ncc3c(NCCN4CCOCC4)ncnc32)cc1	7%	-14%	10%	1.0%
O=C(CN1CCOc2ccccc21)N1CCCC1	2%	-5%	-1%	1.1%
O=C(NC1CCCCC1)NC1CCCCC1	9%	3%	-11%	·
CSCCC(NS(=O)(=O)c1ccc2c(c1)oc(=O)n2C)C(=O)NC1CCC(C)CC1 (centres undefined)	17%	-12%	0%	-1.5%
COC(=O)c1cc(OC)c(OC)cc1NC(=O)CN1CCOCC1	6%	-4%	-2%	0.7%
Cc1cccc(NC(=O)CCc2ccc(C)o2)c1	-5%	·	15%	5.2%
CC1CCCCN1C(=O)CSc1nnc(-c2ccccc2Cl)o1 (centres undefined)	0%	6%[10.9 µM]	5%	0.9%
Cn1nc(-c2ccc(N3CCCCC3)c(NC(=O)c3ccco3)c2)c2ccccc2c1=O	1%	-12%	7%	-0.2%
CCOC(=O)CSc1nnc(Cc2ccccc2)n1-c1ccc(C)cc1	11%	·	9%	·
CC(C)NC(=O)CSc1nc2ccccc2nc1N1CCCCC1	-12%	-6%[10.9 µM]	-3%	0.8%
CCCCNC(=O)CC1C(=O)N(Cc2ccccc2)C(C)c2nc3ccccc3n21 (centres undefined)	4%	-10%	20%	-0.1%
CCOC(=O)c1sc(NC(=O)CSc2nc3c(cc2C#N)CCC3)c(C#N)c1C	-1%	-5%	-2%	3.1%
COc1ccccc1Nc1ncc2c(n1)CCN(CC(C)C)C2	-25%	-5%[10.9 µM]	?	-0.8%
NS(=O)(=O)c1ccc(CCNC(=O)CCn2c(=O)c3cccn3c3cccnc32)cc1	-18%	-14%[10.9 µM]	0%	-0.9%
COc1ccc(N=C2SC(CC(=O)Nc3ccc(OC)cc3OC)C(=O)N2C)cc1 (centres undefined)	11%	-14%	3%	2.0%
O=C(Cn1c(=O)nc(-c2ccccc2)c2cc(Cl)ccc21)Nc1ccc(F)c(Cl)c1	-15%	9%[10.9 µM]	16%	?
CC1CCCN(Cc2c(O)ccc3c(=O)c(Oc4ccccc4Cl)c(C(F)(F)F)oc23)C1 (centres undefined)	10%	-7%[10.9 µM]	-6%	3.8%
CCC(c1nnnn1C1CCCC1)N1CCN(C(=O)c2ccco2)CC1 (centres undefined)	1%	10%	0%	-0.5%
CCc1ccc(/C=N/Nc2nn[nH]n2)cc1	2%	·	-5%	·
Cc1sc2ncnc(Sc3nnnn3-c3ccc(Cl)cc3)c2c1C	5µM*	-20%	10µM*	?
